Screening results from PubChem.
AMPAR-TARP mod: modulators of AMPA receptor GluA2-stargazin complexes; O88602+P19491; HEK293 GluA2+stargazin, membrane potential dye (FDSS), glutamate EC50; hits were called plate by plate, in both directions; calls only at 30 µM; 40,000 compounds, 3.5% hits; AID 1259245;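 active = any of four per-well response measures lying three or more SD from its plate-wide compound average, in either direction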
Target sequence (O88602 whole entry, looked up): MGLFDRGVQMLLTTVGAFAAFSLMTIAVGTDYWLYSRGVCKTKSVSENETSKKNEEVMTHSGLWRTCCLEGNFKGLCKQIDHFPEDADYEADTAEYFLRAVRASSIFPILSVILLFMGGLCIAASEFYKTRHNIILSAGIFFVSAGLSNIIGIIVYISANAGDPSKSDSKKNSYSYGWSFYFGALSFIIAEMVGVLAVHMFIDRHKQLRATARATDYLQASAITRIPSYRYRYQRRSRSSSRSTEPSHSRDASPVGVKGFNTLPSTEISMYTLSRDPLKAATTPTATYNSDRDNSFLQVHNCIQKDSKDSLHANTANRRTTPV
Target sequence (P19491 whole entry, looked up): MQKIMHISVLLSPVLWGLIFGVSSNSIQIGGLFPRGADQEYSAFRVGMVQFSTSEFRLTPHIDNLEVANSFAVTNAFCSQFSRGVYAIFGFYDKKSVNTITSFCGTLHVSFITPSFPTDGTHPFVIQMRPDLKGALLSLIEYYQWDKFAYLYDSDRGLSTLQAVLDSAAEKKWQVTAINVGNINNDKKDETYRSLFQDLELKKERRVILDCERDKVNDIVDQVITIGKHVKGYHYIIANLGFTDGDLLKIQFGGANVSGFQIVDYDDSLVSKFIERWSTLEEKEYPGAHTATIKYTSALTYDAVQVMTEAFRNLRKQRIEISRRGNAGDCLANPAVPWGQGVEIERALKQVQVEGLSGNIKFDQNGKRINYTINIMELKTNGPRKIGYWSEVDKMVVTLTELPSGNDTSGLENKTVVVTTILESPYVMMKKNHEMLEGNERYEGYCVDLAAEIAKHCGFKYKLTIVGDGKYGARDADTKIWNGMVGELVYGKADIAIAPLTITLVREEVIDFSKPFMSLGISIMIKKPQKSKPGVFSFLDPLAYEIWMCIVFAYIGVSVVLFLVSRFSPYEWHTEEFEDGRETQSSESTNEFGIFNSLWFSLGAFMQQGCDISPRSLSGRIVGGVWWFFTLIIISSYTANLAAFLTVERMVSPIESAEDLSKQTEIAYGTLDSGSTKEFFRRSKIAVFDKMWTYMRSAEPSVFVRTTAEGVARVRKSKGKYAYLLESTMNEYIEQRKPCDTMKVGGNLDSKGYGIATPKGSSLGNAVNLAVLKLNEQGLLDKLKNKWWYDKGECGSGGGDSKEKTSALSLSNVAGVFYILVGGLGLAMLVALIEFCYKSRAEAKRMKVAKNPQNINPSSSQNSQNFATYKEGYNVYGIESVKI
AMPAR-TARP mod agonism max-min: second read-out of AMPAR-TARP mod, no call of its own (marks repeat the call); compound max-min signal; compound-alone response (agonism);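 unitless range of fluorescence divided by baseline over first 100 seconds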
AMPAR-TARP mod glutamate slope: also measured in AMPAR-TARP mod; calls as there; glutamate slope, % of max; measured here: glutamate response slope, % max;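 scaled per plate between vehicle wells and maximal 1 mM glutamate control wells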
The depositor's hits bear a star; i = inactive; + = active, no number. Some of the compounds tested (hit frequency here may not be typical).

Order of results – AMPAR-TARP mod	AMPAR-TARP mod agonism max-min	AMPAR-TARP mod glutamate slope
O=C(/C=C/c1ccccc1)NCC1CCN(C(=O)c2cc3ccccc3o2)CC1
    +	0.11*	50*
c1csc(-c2noc(-c3cc(-c4cccs4)[nH]n3)n2)c1
    i	0.12	53
Cc1cccc(CC(=O)N2CCC(Cn3cccn3)CC2)c1
    i	0.12	76
CCOc1ccc(C(=O)N(CCc2ccccc2)Cc2ccccn2)cc1
    i	0.091	52
CN1CCCc2cc(C(CNC(=O)C(=O)NCC3CCCO3)N(C)C)ccc21 (configuration not stated)
    i	0.042	64
Cc1nc2sccn2c1-c1nnc(SCC(=O)NCC2CCCO2)n1C (configuration not stated)
    i	0.09	50
CNc1cc(S(N)(=O)=O)ccc1OC
    i	0.11	60
O=C(NCCc1ccccc1)NC1(c2nc(-c3cccnc3)no2)CCCCC1
    i	0.046	50
COc1cccc(N2CC(C)Cn3c2nc2c3c(=O)n(CC(C)=O)c(=O)n2C)c1 (configuration not stated)
    i	0.075	34
Cc1ccc(S(=O)(=O)CCCC(=O)Nc2ccc3c(c2)C(=O)NC3=O)cc1
    i	0.069	34

No new results follow: entries from further up.
Order of results – AMPAR-TARP mod	AMPAR-TARP mod agonism max-min	AMPAR-TARP mod glutamate slope
O=C(/C=C/c1ccccc1)NCC1CCN(C(=O)c2cc3ccccc3o2)CC1
    +	0.11*	50*
c1csc(-c2noc(-c3cc(-c4cccs4)[nH]n3)n2)c1
    i	0.12	53

Part of the list above, reduced to AMPAR-TARP mod:
smiles	AMPAR-TARP mod
CCOc1ccc(C(=O)N(CCc2ccccc2)Cc2ccccn2)cc1	i
O=C(/C=C/c1ccccc1)NCC1CCN(C(=O)c2cc3ccccc3o2)CC1	+

Carrying on:
Order of results – AMPAR-TARP mod	AMPAR-TARP mod agonism max-min	AMPAR-TARP mod glutamate slope
CCCN1C(=O)CC(N2CCN(c3ccccc3)CC2)C1=O (configuration not stated)
    i	0.16	55
Cc1ccc(C)c2sc(NC(=O)CN3C(=O)c4ccccc4C3=O)nc12
    i	0.12	63
COc1ccc(S(=O)(=O)CCC(=O)N(Cc2ccccc2)Cc2ccccc2)cc1
    i	0.05	75
Cc1cc(C)cc(NC(=O)C(=O)NCCc2ccc3c(c2)CCCN3C)c1
    i	0.088	53
Cn1c(=O)c2cc(C(=O)NCCc3ccc(S(N)(=O)=O)cc3)sc2n(C)c1=O
    +	0.27*	50*
Cc1ccc(Cl)c2sc(N(CCN3CCOCC3)C(=O)c3cccc(S(C)(=O)=O)c3)nc12
    i	0.13	58
CC(=O)N1CCN(c2c(C)cnc3c2c(=O)n(CC(=O)NC2CCCC2)c(=O)n3C)CC1
    i	0.11	74
COc1ccc(S(=O)(=O)NCCO)cc1N(C)S(=O)(=O)c1ccc(C)cc1
    i	0.058	45
CC(Oc1ccccc1)C(=O)N1CCC(c2nnc(C(C)C)o2)CC1 (configuration not stated)
    i	0.1	52
Cn1nc(-c2cccc(NC(=O)c3cccs3)c2)ccc1=O
    i	0.052	55

Compounds listed so far containing an aryl methoxy group (4):
Order of results – AMPAR-TARP mod	AMPAR-TARP mod agonism max-min	AMPAR-TARP mod glutamate slope
CNc1cc(S(N)(=O)=O)ccc1OC
    i	0.11	60
COc1cccc(N2CC(C)Cn3c2nc2c3c(=O)n(CC(C)=O)c(=O)n2C)c1 (configuration not stated)
    i	0.075	34
COc1ccc(S(=O)(=O)CCC(=O)N(Cc2ccccc2)Cc2ccccc2)cc1
    i	0.05	75
COc1ccc(S(=O)(=O)NCCO)cc1N(C)S(=O)(=O)c1ccc(C)cc1
    i	0.058	45

Other structures:
Order of results – AMPAR-TARP mod	AMPAR-TARP mod agonism max-min	AMPAR-TARP mod glutamate slope
CCCNC(=O)C(=O)NCCc1ccc2c(c1)CCCN2CC
    i	0.095	21
Cc1nc2ccccn2c(=O)c1NC(=O)C(C)Oc1ccccc1F (configuration not stated)
    i	0.096	57
Cc1cc(C)cc(C(=O)Nc2cc(C3CC3)nn2-c2nc(C(C)C)cc(=O)[nH]2)c1
    i	0.096	65
COc1cccc(Cn2nc3ccc(S(=O)(=O)N4CCSCC4)cn3c2=O)c1
    i	0.089	62
COc1ccc(C(=O)Cn2nc(-c3ccco3)c3sc(N4CCOCC4)nc3c2=O)cc1OC
    i	0.1	57
COc1ccc(S(=O)(=O)N2CCCc3cc(NS(=O)(=O)c4ccc(F)cc4F)ccc32)cc1
    i	0.12	74
Cc1ccc(N2C(=O)N(CC(=O)N3CCC(C)CC3)c3ccccc3S2(=O)=O)cc1
    i	0.037	40
O=C(Nc1nnc(-c2ccc(Br)s2)o1)c1ccc(S(=O)(=O)N2CCCC2)cc1
    i	0.15	46
O=c1c2cc(-c3cccs3)nn2ccn1Cc1nc(-c2cccc(C(F)(F)F)c2)no1
    i	0.11	73
COc1cc(OC)cc(C(=O)Nc2cccc(N3CCCCC3=O)c2)c1
    i	0.099	45

The results go on.
Order of results – AMPAR-TARP mod	AMPAR-TARP mod agonism max-min	AMPAR-TARP mod glutamate slope
CCc1ccc(NC(=O)CSC2=NC(C)(C)Nc3ccccc32)cc1
    i	0.1	67
COC(=O)c1ccc(C(=O)NCC(O)c2cccc3ccccc23)cc1 (configuration not stated)
    i	0.19	79
COC(=O)c1sccc1S(=O)(=O)N1CCN(c2ccc(C(C)=O)cc2)CC1
    i	0.033	40
CS(=O)(=O)c1ccc(CC(=O)Nc2nc3c(Cl)ccc(Cl)c3s2)cc1
    i	0.08	60
Cc1cnc2c(c1SCC(=O)N1CCCCC1)c(=O)n(C)c(=O)n2C
    i	0.068	49
CS(=O)(=O)Nc1cccc(NC(=O)C2CC(=O)c3ccccc32)c1 (configuration not stated)
    i	0.11	46
O=C(NCCC1=CCCCC1)c1cc(N2C(=O)CCS2(=O)=O)ccc1Cl
    i	0.11	64
CSc1ccc(CC(=O)Nc2cccc(C)n2)cc1
    i	0.091	63
COc1ccc(CNC(=O)Cc2c(C)[nH]c(=O)[nH]c2=O)cc1
    i	0.15	74
Cc1ccc(Cn2c(NCC(C)C)nc3c2c(=O)[nH]c(=O)n3C)cc1
    i	0.098	58

Continued; the last 3 above are carried over.
Order of results – AMPAR-TARP mod	AMPAR-TARP mod agonism max-min	AMPAR-TARP mod glutamate slope
CSc1ccc(CC(=O)Nc2cccc(C)n2)cc1
    i	0.091	63
COc1ccc(CNC(=O)Cc2c(C)[nH]c(=O)[nH]c2=O)cc1
    i	0.15	74
Cc1ccc(Cn2c(NCC(C)C)nc3c2c(=O)[nH]c(=O)n3C)cc1
    i	0.098	58
COc1ccc(NC(=O)C2CN(c3nc4c(C(F)(F)F)cccc4s3)C2)cc1OC
    i	0.11	59
Cc1nnc(-c2ccc(NC(=O)COc3ccc(Cl)cc3Cl)cc2)o1
    i	0.1	57
COc1ccccc1-c1c(C)oc2c3c(ccc2c1=O)OCN(C(C)C)C3
    i	0.083	54
O=S(=O)(c1ccccc1)c1nc(-c2cccs2)oc1NCc1cccnc1
    i	0.11	65
CCCC(=O)Nc1sc2c(c1C#N)CCC(C)C2 (configuration not stated)
    i	0.077	38
N#Cc1cnc(-c2ccc(F)cc2)n(CC(=O)Nc2ccc3c(c2)OCCO3)c1=O
    i	0.099	42
COC(=O)C(=O)NC1C=CS(=O)(=O)C1 (configuration not stated)
    i	0.11	66
CC(=O)Nc1ccc(S(=O)(=O)Nc2ccc3c(c2)N(C(C)=O)CC3)c(C)c1
    i	0.084	45
COc1ccccc1NC(=O)CN1C(=O)c2ccccc2S1(=O)=O
    i	0.091	53
COc1ccc(OC)c(CNC(=O)c2ccc3c(=O)n4c(nc3c2)SCCC4)c1
    i	0.1	43

(cont.)
Order of results – AMPAR-TARP mod	AMPAR-TARP mod agonism max-min	AMPAR-TARP mod glutamate slope
CCCc1cc(=O)n(CC(=O)Nc2ccc(C)c(C)c2)cn1
    i	0.092	65
O=C(Nc1ccc(OC(F)(F)F)cc1)c1csc(NS(=O)(=O)c2cccs2)n1
    i	0.12	31
CCSc1nn(CC(=O)Nc2ccc(C)cc2)c(N)c1S(=O)(=O)c1ccc(C)cc1
    i	0.084	48
O=C(CN1CCN(c2nccn2-c2cccc(Cl)c2)CC1)N1CCCC1
    i	0.023	16
Cc1ccc(NC(=O)Cn2c(C)cc(C)c(S(=O)(=O)c3ccccc3)c2=O)cc1Cl
    i	0.086	58
COc1cc(Cl)c(S(=O)(=O)NCCc2ccccc2)cc1Cl
    i	0.17	59
O=C(NCc1ccccc1)C(=O)NCC1COC2(CCCCC2)O1 (configuration not stated)
    i	0.1	54
Cc1nc2cc(NC(=O)CCCS(=O)(=O)c3ccc(Cl)cc3)ccc2s1
    i	0.088	63
O=C(O)c1ccc(Nc2nc(-c3ccc(Cl)cc3)nc3ccccc23)cc1
    i	0.14	18
CCCCn1c(-c2ccc([N+](=O)[O-])cc2)nc2c(c(=O)c3ccccc3n2C)c1=O
    +	0.16*	30*

The listing continues:
Order of results – AMPAR-TARP mod	AMPAR-TARP mod agonism max-min	AMPAR-TARP mod glutamate slope
CCOC(=O)c1ccc(NC(=O)CN2C(=O)S/C(=C\C(=O)Nc3ccccc3)C2=O)cc1
    i	0.04	49
Cc1cccc(C)c1OCC(O)Cn1c(C2CC(=O)N(C(C)(C)C)C2)nc2ccccc21 (configuration not stated)
    i	0.084	64
O=S(=O)(NCC(c1cccs1)N1CCOCC1)c1cc(F)ccc1F (configuration not stated)
    i	0.12	69
COc1ccc(NC(=O)c2nnn(-c3ccccc3Br)c2C)c(OC)c1
    i	0.091	56
CN(C)S(=O)(=O)c1ccc(C(=O)Nc2ccc(CC(=O)NC3CC3)cc2)cc1
    i	0.076	56
Cc1cccc(CN(c2cccc(F)c2)S(=O)(=O)c2ccc3nncn3c2)c1
    i	0.092	63
CCOc1ccc(NC(=O)N2CCN(c3ccc4nnc(C)n4n3)CC2)cc1
    i	0.072	34
O=C(Nc1ccc(CC(=O)N2CCOCC2)cc1)c1cccs1
    i	0.054	32
Cc1ccc(S(=O)(=O)N2CCC(C)CC2)cc1
    i	0.088	64
C=CCOC(=O)C1=C(C)NC(=O)NC1c1ccc(C)cc1 (configuration not stated)
    i	0.11	61

Additional results:
Order of results – AMPAR-TARP mod	AMPAR-TARP mod agonism max-min	AMPAR-TARP mod glutamate slope
O=C(NCCN1CCOCC1)C(=O)Nc1cccc(N2CCCC2=O)c1
    i	0.047	47
CN1CC(c2nc3ccccc3n2Cc2ccccc2F)CC1=O (configuration not stated)
    i	0.025	57
COc1ccc2sc(N(CCN3CCOCC3)C(=O)c3cccc(SC)c3)nc2c1
    i	0.027	35
O=c1ccc(-c2ccccc2)nn1CCCNS(=O)(=O)c1cc(F)ccc1F
    i	0.085	59
CCOCCn1c(=O)c2c(nc3n(-c4ccccc4OCC)c(C)c(C)n23)n(C)c1=O
    i	0.1	63
CS(=O)(=O)c1ccc(S(=O)CC(=O)Oc2ccc(C3CCCCC3)cc2)c([N+](=O)[O-])c1 (configuration not stated)
    i	0.047	41
CCC(C)NC(=O)CCc1csc(NC(=O)c2ccc[nH]c2=O)n1 (configuration not stated)
    i	0.21	49
N#Cc1ccc(C(=O)N(CCN2CCOCC2)c2nc3c(F)cc(F)cc3s2)cc1
    i	0.093	47
O=C(Cc1ccc(Cl)cc1)Nc1ccc2c(c1)CCCN2C(=O)c1ccco1
    i	0.18	64
CC1CS(=O)(=O)N(c2cccc(C(=O)N3CCN(c4ccccc4F)CC3)c2)C1=O (configuration not stated)
    i	0.13	72

(next part)
Order of results – AMPAR-TARP mod	AMPAR-TARP mod agonism max-min	AMPAR-TARP mod glutamate slope
O=C(NC1(c2nc(-c3cccnc3)no2)CCCCC1)c1ccc[nH]c1=O
    i	0.078	46
CC1(C)C2CCC1(C)C(OCC(O)CNC1CCCCC1)C2 (configuration not stated)
    i	0.13	56
COCCNc1oc(-c2ccc(Cl)cc2)nc1S(=O)(=O)c1ccccc1
    i	0.13	64
Cc1ccc(NC(=O)c2ccc(=O)n(CC(=O)Nc3ccccc3C(F)(F)F)n2)cc1
    i	0.039	58
CC(C)c1nnc(C2CCN(C(=O)c3ccc4nsnc4c3)CC2)o1
    i	0.11	61
O=C(NCCN1CCC(c2cccs2)CC1)C(=O)NCc1cccs1
    i	0.061	60
CCCc1nc2ccccc2n1Cc1ccccc1F
    i	0.059	74
COc1ccc(-c2noc(-c3c(C)cc(C)n(CC(=O)Nc4ccc(OC)c(Cl)c4)c3=O)n2)cc1
    +	0.23*	43*
CC(C)C(=O)Nc1ccc(S(=O)(=O)NCC(c2cccs2)N(C)C)cc1 (configuration not stated)
    i	0.15	30
CSc1ccccc1CN1CCC(CNC(=O)C(=O)NCc2ccccc2Cl)CC1
    i	0.12	62

The list continues:
Order of results – AMPAR-TARP mod	AMPAR-TARP mod agonism max-min	AMPAR-TARP mod glutamate slope
Cc1ccc(Cl)cc1S(=O)(=O)Nc1ccc(-n2nnn(CC(N)=O)c2=O)cc1
    i	0.12	60
O=C(CCCS(=O)(=O)c1ccccc1)N(Cc1ccccn1)c1nc2ccc([N+](=O)[O-])cc2s1
    i	0.06	57
CN(C)S(=O)(=O)N1CCN(C(=O)c2cccs2)CC1
    i	0.12	66
CCCCOc1ccc(C(=O)Nc2cc(C(=O)N3CCOCC3)cn(C)c2=O)cc1
    i	0.082	60
O=C(O)c1cc(-c2ccc(Br)cc2)n[nH]1
    i	0.11	52
CC(C)c1nc2c(c(=O)c3ccccc3n2C)c(=O)n1-c1ccccc1
    i	0.15	70
CCn1c(=O)c2c(nc3n(-c4ccccc4OC)c(C)c(C)n23)n(C)c1=O
    i	0.13	61
CS(=O)(=O)N1CCN=C1SCc1ccc(Cl)cc1
    i	0.099	50
COc1ccccc1CNC(=O)CCCn1nc(-c2ccc(F)cc2)ccc1=O
    i	0.039	42
